NPSR antag: qHTS Assay for Antagonists of the Neuropeptide S Receptor: cAMP Signal Transduction | Q6W5P4 | CHO-NPSR cells, cAMP TR-FRET, antagonist mode | Potency, µM (highest dose often 38.3 µM), without a hit: at the top dose activity change, negative = inhibition, most hits filed as inhibitors | 220,000 tested, 1% active | AID 1461, 2008; also: % is scaled to controls: 0 for no effect and ±100 for the full control effect; nearly all actives have a fitted effect of over 50% in size; many of its hits are not listed in these tables
Target sequence (Q6W5P4 whole entry, looked up): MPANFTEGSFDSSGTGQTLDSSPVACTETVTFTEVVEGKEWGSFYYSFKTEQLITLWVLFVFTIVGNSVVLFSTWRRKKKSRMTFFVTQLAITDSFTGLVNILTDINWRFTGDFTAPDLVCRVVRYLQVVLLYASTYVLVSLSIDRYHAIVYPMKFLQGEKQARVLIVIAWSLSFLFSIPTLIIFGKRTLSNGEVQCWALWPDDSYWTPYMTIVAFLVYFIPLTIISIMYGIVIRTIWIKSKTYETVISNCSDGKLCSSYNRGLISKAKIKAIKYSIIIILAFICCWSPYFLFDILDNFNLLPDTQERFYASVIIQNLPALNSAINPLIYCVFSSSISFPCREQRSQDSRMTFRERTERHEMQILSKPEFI
GAA inh: qHTS Assay for Inhibitors of Human alpha-Glucosidase as a Potential Chaperone Treatment of Pompe Disease | Lysosomal alpha-glucosidase (Homo sapiens), P10253 | purified human GAA, 4-MU-alpha-glucoside fluorescence | Potency, µM (top dose mostly 76.9 µM), for the others: at the highest dose activity change, negative = inhibition, usual class: inhibitors | 200,000 tested, 0.005% active | AID 1466, 2008;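 also: plate controls were uninhibited enzyme wells for no effect and no-enzyme background for full effect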
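AC50 values come from Hill fits of compound titrations (up to 77 uM) against 4 nM human enzyme. Substrate 4-methylumbelliferyl-alpha-D-pyranoside at 400 uM, pH 5.0 citrate buffer, 20 min room temperature; fluorescence Ex 365/Em 440 after alkaline stop.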
GAA glycogen: qHTS Assay for Inhibitors and Activators of Human alpha-Glucosidase Cleavage of Glycogen; recombinant GAA, glycogen substrate, Amplex Red glucose oxidase fluorescence; Potency, µM (series often up to 76.4 µM), for inactives: at the highest dose activity change, negative = inhibition, usual class: inhibitors; Lysosomal alpha-glucosidase (Homo sapiens), P10253; 300,000 tested, 0.38% active;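 also: 0% = full enzyme reaction and -100% = no-enzyme basal signal; the screen sought inhibitors and activators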
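qHTS, 1536-well; enzyme 4 nM final; cpd up to 77 uM; substrate bovine liver glycogen 30 ug; 50 mM citrate/phosphate pH 5.0, 0.01% Tween-20; 37 C, 40 min; Amplex Red detection 45 min RT; Hill fit → AC50.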
GLA spleen mod: qHTS Assay for Inhibitors and Activators of Human alpha-Galactosidase From Spleen Homogenate; Alpha-galactosidase A (Homo sapiens), P06280; human spleen homogenate, 4MU-alpha-Gal fluorescence, 40 min; Potency, µM (titrated, usually from 80 µM), for the others: top-dose activity change, negative = inhibition, hits mostly inhibitors; 240,000 tested, 0.008% active; AID 2107, 2009;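 also: 0% = enzyme with vehicle and -100% = no enzyme basal signal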
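Inhibition or activation of alpha-galactosidase in human spleen homogenate is scored by 4-MU fluorescence after 40 min at 37C, pH 5.0, with 1 mM substrate. AC50s come from concentration-response fitted to the Hill equation.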
ALDH1A1 inh: qHTS Assay for Inhibitors of Aldehyde Dehydrogenase 1 (ALDH1A1) | Purified ALDH1A1, NADH fluorescence, propionaldehyde substrate | 220,000 tested, 7.3% active | Aldehyde dehydrogenase 1A1 (Homo sapiens), P00352 | Potency, µM (highest dose often 75.3 µM), inactives show at the highest dose activity, negative = inhibition, most hits filed as inhibitors | AID 1030, 2008; active = well fitted inhibition curve with a large enough effect, not every such curve was filed as active; inconclusive = small, poorly fitted or top-dose-only effect, or another doubt; inactive = no such curve, though single readings can be large or run the other way;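 also: plate controls were no enzyme wells and a reference inhibitor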
Target sequence (P00352 whole entry, looked up): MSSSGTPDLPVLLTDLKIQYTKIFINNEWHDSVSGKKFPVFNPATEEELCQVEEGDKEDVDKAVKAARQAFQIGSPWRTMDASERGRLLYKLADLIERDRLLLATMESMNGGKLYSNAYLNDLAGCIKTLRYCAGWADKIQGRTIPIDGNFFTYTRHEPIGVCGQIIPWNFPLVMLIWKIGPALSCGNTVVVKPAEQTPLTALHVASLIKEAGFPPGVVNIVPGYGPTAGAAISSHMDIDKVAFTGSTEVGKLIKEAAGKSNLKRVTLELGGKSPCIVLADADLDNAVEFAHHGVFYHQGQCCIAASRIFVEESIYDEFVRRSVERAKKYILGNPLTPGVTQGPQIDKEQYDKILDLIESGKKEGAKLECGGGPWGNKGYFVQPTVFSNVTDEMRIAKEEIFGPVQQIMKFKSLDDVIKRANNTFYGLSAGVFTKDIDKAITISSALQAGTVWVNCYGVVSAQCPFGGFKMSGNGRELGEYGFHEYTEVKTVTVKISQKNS
Epigenetic reg: Quantitative High-Throughput Screen for Regulators of Epigenetic Control. murine LDR cells, GFP reporter derepression, 30 h. Potency, µM (titrated, usually from 53.9 µM), for the others: at the top dose GFP activation, usual class: activators. 280,000 tested, 0.2% active; also: % of control where 0% means no effect; nearly all actives have a fitted effect of over 60% in size
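Murine LDR cells bearing a silenced CMV-driven GFP reporter were exposed to compound for 30 h at 37 C. After PBS washes, GFP-positive cells (20-120 um objects) counted by laser-scanning microplate cytometry.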
Tau fluor counter: Counterscreen qHTS for Inhibitors of Tau Fibril Formation, Fluorescence Polarization. tau K18 P301L (four-repeat tau fragment) Alexa594 fluorescence, heparin fibrillization. Potency, µM (doses to about 57.7 µM), without a hit: at the top dose activity change, negative = decrease. 280,000 tested, 0.93% active; also: % is scaled to controls: 0 for no effect and ±100 for the full control effect; nearly all actives have a fitted effect of over 55% in size
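Human K18 P301L tau (15 uM unlabeled plus 0.24 uM Alexa 594-labeled, final) in 100 mM sodium acetate pH 7 was mixed with compound and 20 uM heparin and incubated 6 hr at 37 C.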
aGlu spleen mod: qHTS Assay for Inhibitors and Activators of Human alpha-Glucosidase From Spleen Homogenate; human spleen homogenate, 4-MU-alpha-glucoside fluorescence; Potency, µM (series often up to 79.9 µM), inactives show at the top dose activity change, negative = inhibition, hits mostly inhibitors; 240,000 tested, 0.006% active; AID 2112, 2009;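 also: 0% = enzyme with vehicle and -100% = no enzyme basal signal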
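Enzyme source: human spleen homogenate, 1 ug/well. Buffer 50 mM citric acid/K phosphate pH 5.0, 0.01% Tween-20. 4-MU-alpha-glucoside 1 mM; 37 C x 40 min; NaOH/glycine stop; fluorescence.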
Starred values were filed as active, the others as inactive; ? = inconclusive; / = no result given; [ ] = dose if it differs, or a comment. Unless noted, calls follow the shape of the dose curve; as a rule, active = well fitted curve in the direction sought with a large enough effect; inconclusive = small, poorly fitted or top-dose-only effect, or another doubt; inactive = no such curve, though single readings can be large; an effect the other way counts as inactive or inconclusive. Potency is read from the fitted curve at half-maximal effect. This is a subset; rates above refer to the full screens.

1. COc1ccc(OC)c(NC(=O)c2cc3oc4ccccc4c3cc2O)c1
2. O=C(CN1CCN(c2ccccc2F)CC1)N1N=CCC1c1ccccc1 (configuration not stated)
3. COc1cccc(-c2nnc(SCc3ccc(C#N)cc3)n2Cc2ccco2)c1
4. O=C(Nc1cccnc1)C1CCN(S(=O)(=O)c2cccc3nonc23)CC1
5. COC(=O)c1ccc(CS(=O)(=O)c2ccc(C)cc2)cc1
6. O=C(CNCC1CCCO1)Nc1ccc([N+](=O)[O-])cc1C(=O)Nc1ccccc1F (configuration not stated)
7. O=C(Nc1ncc2c(n1)-c1ccccc1CC2)c1cccc(Cl)c1
8. CCCCOc1ccc(C(=O)O)cc1
9. CS(=O)(=O)N1N=C(c2cccs2)CC1c1ccc(Cl)o1 (configuration not stated)
10. CCc1ccc(C2CC(=O)NC(SCC(=O)OC(C)C)=C2C#N)cc1 (configuration not stated)

screen / no.	1	2	3	4	5	6	7	8	9	10
NPSR antag	?	12%	-18%[46.1 µM]	0%[46.1 µM]	3%[46.1 µM]	-25%	-12%[46.1 µM]	-6%[46.1 µM]	-11%	?
GAA inh	7%	-1%	3%	3%	0%	-5%	2%	12%	-7%	?
GAA glycogen	3%	0%	-1%	-13%	-3%	1%	4%	-19%	1%	-4%
GLA spleen mod	5%	-3%	4%	0%	4%	-7%	-9%	-4%	9%	0%
ALDH1A1 inh	?	-10%	-2%	-6%	-4%	-4%	-12%	5%	-15%	-11%
Epigenetic reg	0.0%	-1.9%	-1.6%	-0.2%	0.0%	-0.7%	0.0%	-1.0%	-0.3%	-1.2%
Tau fluor counter	-29%	-8%	-6%	-7%	-10%	-10%	-14%	6%	-3%	-16%
aGlu spleen mod	8%	-7%	-16%	0%	5%	-2%	-5%	-1%	6%	-4%

11. CC(=O)NC1C(OCCOc2ccc(Cl)cc2Cl)OC(COC(C)=O)C(OC(C)=O)C1OC(C)=O (configuration not stated)
12. CC(C)CCNC(=O)NC(=O)CSc1nnc2ccccn12
13. Cc1cc(C(=O)CN2C(=O)C(=O)N(C)C2=O)c(C)n1-c1cccc(S(=O)(=O)N2CCOCC2)c1
14. CCCn1c(SCC(=O)Nc2nccs2)nnc1-c1cccnc1
15. Cn1c(=O)c2[nH]c(N3CCN(c4cccc(O)c4)CC3)nc2n(C)c1=O
16. O=c1[nH]c(SCc2nc3ccccc3c(=O)n2-c2ccccc2C(F)(F)F)nc2ccccc12
17. NCCCCCc1nnc(SCc2cccc(Cl)c2)o1
18. O=c1cc(-c2ccccc2)[nH]c2cc(Cl)ccc12
19. COc1ccccc1NS(=O)(=O)c1ccc2oc(SCc3ccc(C#N)cc3)nc2c1
20. N#Cc1c(-c2ccc(Cl)cc2)c(C#N)c(=O)n(N)c1N

screen / no.	11	12	13	14	15	16	17	18	19	20
NPSR antag	-3%[46.1 µM]	-2%[46.1 µM]	4%	-1%[46.1 µM]	15%	-15%	7%[46.1 µM]	11%	-27%	4%[46.1 µM]
GAA inh	-14%	?	/	-4%	-6%	-5%	-2%	-14%	-11%	-2%
GAA glycogen	1%	17%	3%	6%	-15%	5%	-4%	12%	4%	3%
GLA spleen mod	-14%	11%	-2%	9%	0%	-13%	10%	9%[119 µM]	-3%	0%
ALDH1A1 inh	1%	?	/	5%	7%	-1%	0%	-10%	1%	6%
Epigenetic reg	1.7%	0.3%	-0.5%	4.1%	0.9%	1.0%	1.5%	-1.8%[96.6 µM]	-1.6%	0.0%
Tau fluor counter	-10%	0%	-6%	0%	-21%	-17%	2%	-4%[126 µM]	-23%	4%
aGlu spleen mod	-2%	8%	0%	0%	-8%	-6%	4%	3%[119 µM]	-3%	-12%

Some of the entries so far, with values under each structure:
Value order: NPSR antag	GAA inh	GAA glycogen	GLA spleen mod	ALDH1A1 inh	Epigenetic reg	Tau fluor counter	aGlu spleen mod
#12 CC(C)CCNC(=O)NC(=O)CSc1nnc2ccccn12
    -2%[46.1 µM]	?	17%	11%	?	0.3%	0%	8%
#13 Cc1cc(C(=O)CN2C(=O)C(=O)N(C)C2=O)c(C)n1-c1cccc(S(=O)(=O)N2CCOCC2)c1
    4%	/	3%	-2%	/	-0.5%	-6%	0%
#14 CCCn1c(SCC(=O)Nc2nccs2)nnc1-c1cccnc1
    -1%[46.1 µM]	-4%	6%	9%	5%	4.1%	0%	0%
#15 Cn1c(=O)c2[nH]c(N3CCN(c4cccc(O)c4)CC3)nc2n(C)c1=O
    15%	-6%	-15%	0%	7%	0.9%	-21%	-8%
#16 O=c1[nH]c(SCc2nc3ccccc3c(=O)n2-c2ccccc2C(F)(F)F)nc2ccccc12
    -15%	-5%	5%	-13%	-1%	1.0%	-17%	-6%

Continuation:
21. O=C(O)CSc1c(-c2ccccc2)[nH]c2ccccc12
22. O=C(c1ccccc1SCc1ccccc1)N1CCCCCC1
23. CNc1ncnc2c1ncn2[C@@H]1O[C@H](CO)[C@H](O)[C@H]1O
24. Nc1c(-c2ccc(F)cc2)cnc2ncnn12
25. CO[C@@H]1C[C@H](O[C@H]2[C@@H](C)[C@H](O[C@@H]3O[C@@H](C)C[C@@H](N(C)C)[C@@H]3OC(C)=O)[C@H](C)C[C@]3(CO3)C(=O)[C@H](C)[C@H](OC(C)=O)[C@H](C)[C@H](C)OC(=O)[C@@H]2C)O[C@H](C)[C@@H]1OC(C)=O
26. CC(C)(C)n1nc2c(c1NC(=O)COc1ccc(Cl)cc1)CS(=O)(=O)C2
27. OC(COc1ccc2c(c1)CCC2)CN1CCN(c2cccc(Cl)c2)CC1 (configuration not stated)
28. CC(C)(C)c1nc(NCC2CCCO2)c2nnn(Cc3ccccc3)c2n1 (configuration not stated)
29. ON=C1CCN(c2ncc(C(F)(F)F)cc2Cl)CC1
30. Cc1ccccc1P(=O)(CO)c1ccccc1C

screen / no.	21	22	23	24	25	26	27	28	29	30
NPSR antag	-18%	-29%	17%[46.1 µM]	-12%[46.1 µM]	/	5%	?	?	-17%[46.1 µM]	17%[46.1 µM]
GAA inh	12%	0%	/	0%	/	-6%	-12%	-9%	0%	3%
GAA glycogen	1%	-20%	/	13%	/	4%	-2%	3%	-12%	3%
GLA spleen mod	-1%	4%	-3%	2%	-3%[29.1 µM]	2%	3%	-2%	-9%	-1%
ALDH1A1 inh	?	3%	-2%	11%	3%[20.9 µM]	5%	?	7%	-2%	-14%
Epigenetic reg	1.0%	3.0%	-1.2%	0.0%	0.0%[16.9 µM]	0.5%	-1.8%	8.2%	0.3%	-1.1%
Tau fluor counter	-15%	1%	-11%	-5%	/	-9%	?	0%	0%	2%
aGlu spleen mod	6%	-1%	8%	-5%	-2%[29.1 µM]	7%	9%	-4%	-7%	1%

31. COCCCN1C(=O)CS/C1=N\S(=O)(=O)c1ccccc1
32. COc1cccc(C(=O)NCCCn2ccnc2)c1
33. COc1cc(NC(=O)c2nccnc2N)cc(C(=O)Nc2cccc(C(F)(F)F)c2)c1
34. CCOc1ccc(-n2nnnc2-c2nc3ccccc3s2)cc1
35. Cc1ccc(N(C(=O)C2CCCC2)C2C=CS(=O)(=O)C2)cc1 (configuration not stated)
36. CC(=O)NC(=S)Nc1ccc2oc(=O)ccc2c1
37. N/C(=N\OC(=O)CCn1cccc(C(F)(F)F)c1=O)c1ccc(Cl)cc1
38. Cn1cnc2c1c(=O)n(Cc1ccccc1)c(=O)n2C
39. Cc1ccc(CS(=O)(=O)CCC(=O)O)cc1
40. Cc1ccc(C(=O)N(C)c2ccc(OCC(=O)N3c4ccc(C)cc4C4CN(C)CCC43)cc2)cc1 (configuration not stated)

screen / no.	31	32	33	34	35	36	37	38	39	40
NPSR antag	45%	11%	7%	?	-8%[46.1 µM]	-8%	-8%	4%[46.1 µM]	23%	-27%
GAA inh	/	-3%	/	11%	0%	?	8%[15.4 µM]	?	5%	3%
GAA glycogen	3%	24%	-4%	1%	2%	-2%	-4%	-12%	5%	2%
GLA spleen mod	-7%	6%	16%	8%	-3%	-3%	0%	2%	-1%	-6%
ALDH1A1 inh	/	3%	/	-14%	2%	8.9µM*	-7%	12%	9%	-7%
Epigenetic reg	4.5%	2.4%	10%	-3.0%	1.2%	-1.3%	-1.8%	-1.1%	-4.6%	-1.4%
Tau fluor counter	-11%	1%	?	7%	-3%	-10%	-19%	-2%	-7%	-3%
aGlu spleen mod	1%	9%	3%	5%	8%	-4%	-8%	3%	0%	-3%

41. N/C(=N\NC(=O)Nc1ccccc1)c1ccccn1
42. CC(=O)c1ccc(OCCCC(=O)Nc2cc(S(=O)(=O)N(C)C)ccc2C)cc1
43. Cc1c(-c2ccco2)[n+](=O)c2c(n1[O-])CCC2
44. Cc1cccc(C)c1N1CC(=O)N(c2c(C)cccc2C)CC1=O
45. CCCCCCNC(=O)c1c(O)c2ccccc2[nH]c1=O

screen / no.	41	42	43	44	45
NPSR antag	8%	2%	-24%[46.1 µM]	5%[46.1 µM]	1%[46.1 µM]
GAA inh	/	-4%	-7%	0%	-3%
GAA glycogen	-13%	-10%	3%	9%	5%
GLA spleen mod	4%	-1%	-5%	-4%	16%
ALDH1A1 inh	/	-7%	?	6%	5%
Epigenetic reg	0.0%	2.8%	-11%	-0.9%	-5.5%
Tau fluor counter	-7%	-4%	6%	4%	-4%
aGlu spleen mod	0%	1%	-10%	-9%	8%

High-throughput results (PubChem BioAssay)
